# mIAP inh: blocks mouse intestinal alkaline phosphatase | AID 2806 | purified mouse IAP, CDP-Star luminescence, 30 min | inhibition, % at 10 µM | 330,000 tested, 0.2% active;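 active means inhibition of at least 40% at 10 µM in the primary screen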;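 further: plate controls were DMSO with enzyme for no effect and no enzyme wells for full effect; values of inactives mirror those of a sister screen read the other way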
# ATG4B inhibitor: blocks human ATG4B protease cleavage of LC3 substrate | Q9Y4P1 | ATG4B cleavage of LC3-PLA2, NBD-HPC fluorescence, 1 h | inhibition, % at 8.33 µM | 340,000 tested, 0.51% active | AID 504462; in the data active means inhibition above about 40%
# Target sequence (Q9Y4P1 whole entry, looked up): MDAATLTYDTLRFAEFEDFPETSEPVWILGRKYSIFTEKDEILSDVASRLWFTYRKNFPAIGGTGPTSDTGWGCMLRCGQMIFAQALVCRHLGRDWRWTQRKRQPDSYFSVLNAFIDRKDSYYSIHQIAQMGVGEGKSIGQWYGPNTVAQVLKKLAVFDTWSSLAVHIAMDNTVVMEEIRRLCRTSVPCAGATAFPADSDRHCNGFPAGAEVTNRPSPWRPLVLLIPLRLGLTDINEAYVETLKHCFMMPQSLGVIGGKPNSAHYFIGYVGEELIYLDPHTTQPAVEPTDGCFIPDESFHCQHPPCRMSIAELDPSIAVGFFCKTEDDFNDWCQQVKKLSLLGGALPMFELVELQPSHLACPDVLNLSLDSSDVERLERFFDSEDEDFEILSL
# hIAP activ: human IAP activation; AID 2524; P09923; purified human IAP, CDP-Star luminescence, 30 min; active compounds read high; 1 = vehicle-only enzyme, 0 = enzyme-free background; activation factor at 10 µM; 330,000 tested, 0.16% active;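 active means activation factor of the enzyme at least 2-fold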; further: the source names both 10 and 20 µM as test concentration; values of inactives mirror those of a sister screen read the other way
# Target sequence (P09923 whole entry, looked up): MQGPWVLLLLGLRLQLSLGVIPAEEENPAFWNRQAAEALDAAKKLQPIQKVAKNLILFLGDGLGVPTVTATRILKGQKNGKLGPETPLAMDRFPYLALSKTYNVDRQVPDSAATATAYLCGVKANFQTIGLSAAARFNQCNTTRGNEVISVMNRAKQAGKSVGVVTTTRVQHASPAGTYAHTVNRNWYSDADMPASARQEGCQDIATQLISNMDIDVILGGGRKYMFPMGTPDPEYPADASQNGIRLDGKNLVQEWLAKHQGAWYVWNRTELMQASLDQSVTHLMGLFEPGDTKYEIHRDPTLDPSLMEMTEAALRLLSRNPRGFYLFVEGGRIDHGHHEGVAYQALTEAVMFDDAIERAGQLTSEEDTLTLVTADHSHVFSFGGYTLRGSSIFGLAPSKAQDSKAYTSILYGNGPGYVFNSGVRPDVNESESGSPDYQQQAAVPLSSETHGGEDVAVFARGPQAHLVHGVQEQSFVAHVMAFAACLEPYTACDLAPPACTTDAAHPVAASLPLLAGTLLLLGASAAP
# TIM10 inh: growth inhibitors of TIM10 yeast strain. S. cerevisiae TIM10 strain growth, BacTiter-Glo luminescence, 24 h. inhibition, % at 10 µM. 330,000 tested, 1.4% active;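 active means inhibition of 40% or more at the single tested concentration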;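 further: wild-type TIM10 isogenic control strain grown at permissive 25 °C; 0% = DMSO yeast wells and 100% = minimal medium wells without yeast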
# mIAP activ: mouse IAP activation; muIAP, CDP-Star luminescence, 30 min; active compounds read high; 1 = vehicle-only enzyme signal, 0 = enzyme-free wells; activation factor at 10 µM; 330,000 tested, 0.24% active; AID 2805;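 active means activation factor of at least 2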; further: the source names both 10 and 20 µM as test concentration; values of inactives mirror those of a sister screen read the other way
#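 also added = chemiluminescent substrate CDP-Star | test system = mouse IAP enzyme | signal = chemiluminescence readout | compound = DMSO-dissolved test compounds | incubation = 30 min at room temperature | benchmarks = DMSO wells, no-enzyme wells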
# NLRP3 yeast inh: inhibitors of NALP3 inflammasome in yeast. Yeast reconstituted NLRP3/ASC/caspase-1, beta-gal luminescence, 24 h. inhibition, % at 10 µM. 330,000 tested, 0.39% active. AID 2825;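 active means inhibition of 50% or more; inactive means inhibition below 50%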;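 further: plate controls were induced DMSO wells for no effect and uninduced yeast grown without galactose for full effect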
# hIAP inh: blocks human intestinal alkaline phosphatase. AID 2544. inhibition, % at 10 µM. P09923. 330,000 tested, 0.12% active. purified IAP, CDP-Star luminescence, 30 min;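 active means inhibition reaching a set limit with compound at 10 µM in the primary screen, cut at about 35% in these data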;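 further: plate controls were DMSO wells with enzyme for no effect and no-enzyme buffer wells for full effect; values of inactives mirror those of a sister screen read the other way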
# tim10-1 inh: growth inhibitors of tim10-1 mutant yeast; inhibition, % at 20 µM; 330,000 tested, 2.2% active; S. cerevisiae tim10-1 ts strain growth, BacTiter-Glo, 24 h;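 active means inhibition of at least 40%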;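 further: mutant grown at 25 °C; 0% = DMSO wells with yeast and 100% = wells holding no yeast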
# Apaf-1 inh: inhibitors of human Apaf-1 apoptosome; O14727; reconstituted apoptosome caspase-3 activity, DEVD-Rh110 fluorescence; inhibition, % at 20 µM; 330,000 tested, 0.71% active; AID 489030; active means inhibition of at least 40% at 20 µM;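 further: plate controls were DMSO wells for no effect and DEVD-CHO caspase inhibitor wells for full effect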
#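 System: reconstituted apoptosome with Apaf-1, cytochrome c, caspase-9, procaspase-3, dATP; Signal: Rh110 fluorescence intensity; Schedule: 30 min compound preincubation, 50 min activation, room temperature; Reagent: cytochrome c trigger plus (Z-DEVD)2-Rh110 caspase-3 substrate.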
# An asterisk follows results filed as active; nt = not tested or not shown; & = joins results of further samples.
1. COc1ccccc1CNc1ncnc2sccc12
2. CCCn1nnnc1SCC(=O)Nc1ccc(F)cc1
3. CCOC(=O)c1cnc(-n2nc(C)cc2C)nc1NNc1cc(-c2ccccc2)nc(C)n1
4. COc1cc2ncnc(NCc3cccc(F)c3F)c2cc1OC
5. O=C(OCC(=O)N1CCc2ccccc21)c1ccccc1[N+](=O)[O-]
6. Cc1ccc(C(=O)N(Cc2ccc3c(c2)OCO3)Cc2nc3ccccc3c(=O)[nH]2)cc1
7. O=C(NC(=S)Nc1ccccc1N1CCOCC1)c1sc2ccccc2c1Cl
8. C/C=C/c1ccc(OC(C)=O)c(OC)c1
9. Cc1ccc(C(=O)N(CC(=O)NC2CCCC2)c2cccc(F)c2)s1
10. COc1cc(NC(=S)NCc2ccc(S(N)(=O)=O)cc2)cc(OC)c1

assay / compound	1	2	3	4	5	6	7	8	9	10
mIAP inh	-6	-13	12	-9	-5	-9	14	13	-4	-6
mIAP activ	1.1	1.1	0.88	1.1	1.1	1.1	0.86	0.87	1	1.1
hIAP inh	-18	14	-48	-1	5	1	-35	10	-6	-14
NLRP3 yeast inh	12	-2	11	-15	38	-2	0	10	2	12
Apaf-1 inh	11	0	16	5	4	14	1	-2	10	-2
TIM10 inh	10	7	2	-31	-11	7	19	2	2	22
hIAP activ	1.2	0.86	1.5	1	0.95	0.99	1.3	0.9	1.1	1.1
tim10-1 inh	9	9	-6	2	-12	11	22	-27	14	-4
ATG4B inhibitor	-13	-5	nt	-3	-4	-1	-2	-6	-6	-3

# Gathered by group: the entries above with a halogen.
2. CCCn1nnnc1SCC(=O)Nc1ccc(F)cc1
4. COc1cc2ncnc(NCc3cccc(F)c3F)c2cc1OC
7. O=C(NC(=S)Nc1ccccc1N1CCOCC1)c1sc2ccccc2c1Cl
9. Cc1ccc(C(=O)N(CC(=O)NC2CCCC2)c2cccc(F)c2)s1

assay / compound	2	4	7	9
mIAP inh	-13	-9	14	-4
mIAP activ	1.1	1.1	0.86	1
hIAP inh	14	-1	-35	-6
NLRP3 yeast inh	-2	-15	0	2
Apaf-1 inh	0	5	1	10
TIM10 inh	7	-31	19	2
hIAP activ	0.86	1	1.3	1.1
tim10-1 inh	9	2	22	14
ATG4B inhibitor	-5	-3	-2	-6

# The listing continues.
11. Cc1ccc(-c2nc3ccccc3s2)cc1NC(=S)NC(=O)c1cccc2ccccc12
12. CCOc1ccccc1-n1nnnc1SCC(=O)Nc1cc(C)on1
13. CCCn1c(N)c(C(=O)CSc2nc(N)cc(=O)[nH]2)c(=O)n(C)c1=O
14. CCc1ccc(-c2cc(C(=O)Nc3c(C)n(C)n(-c4ccccc4)c3=O)c3ccccc3n2)s1
15. CCOC(=O)CNC(=O)c1ccc(OCC(F)(F)F)cc1
16. COc1ccccc1[C@H]1C(c2ccccc2)=NN(c2ccccc2)[C@@H]1CO
17. COC(=O)[C@@H]1C[C@@]2(O)[C@@H](O)[C@@H](O)[C@@H](O)C[C@H]2N1Cc1ccc(-c2ccccc2)cc1
18. Cc1nnc(SCC(=O)NC(C)(C)C)n1NCc1ccc(Cl)cc1
19. CC(C)[C@H](NS(=O)(=O)c1cccc(C(F)(F)F)c1)C(=O)OCC(=O)NC(=O)NCc1ccco1
20. CCOC(=O)c1cc2cc(OC)ccc2[nH]1

assay / compound	11	12	13	14	15	16	17	18	19	20
mIAP inh	4	1	3	8	11	-116	-6	1	5	4
mIAP activ	0.96	0.99	0.97	0.92	0.89	2.2*	1.1	0.99	0.95	0.96
hIAP inh	2	13	-19	7	-4	nt	5	-8	-6	7
NLRP3 yeast inh	-5	-16	15	0	5	nt	18	-5	22	12
Apaf-1 inh	-1	-9	-3	11	-5	23	-4	-16	7	-2
TIM10 inh	-21	7	6	7	4	11	-11	-1	5	5
hIAP activ	0.98	0.87	1.2	0.93	1	nt	0.95	1.1	1.1	0.93
tim10-1 inh	-6	15	-26	23	-2	21	8	-1	9	19
ATG4B inhibitor	3	-6	-36	-2	11	-2	2	-6	-12	-9

21. CCc1c(C)[nH]c2ccc(OC)cc2c1=S
22. Clc1cccc(CN2CCN(c3ncccn3)CC2)c1Cl
23. CCSc1n[nH]c(=S)s1
24. COc1ccc(-c2cn(-c3ccc(C)cc3)c(=O)n2CC(=O)Nc2ccc(OC)cc2OC)cc1
25. Cc1cc(C(=O)Nc2sc3c(c2C#N)CCCCC3)cs1
26. Cc1ccc(NC(=O)O/N=C/c2ccc(N(C)C)cc2)cc1
27. Brc1ccc(-c2nc(-c3ccncc3)no2)o1
28. CN=Cc1cc(-c2ccccc2)sc1O
29. Cc1ccc(NC(=O)N2CCCC2C(=O)Nc2ccc3c(c2)OCO3)cc1 (centres undefined)
30. CCCS(=O)(=O)N1CCc2ccc(NC(=O)c3ccccc3Cl)cc2C1

assay / compound	21	22	23	24	25	26	27	28	29	30
mIAP inh	3	-4	12	-1	19	2	-3	7	4	-7
mIAP activ	0.97	1	0.88	1	0.81	0.98	1	0.93	0.96	1.1
hIAP inh	4	-1	-2	1	13	6	-24	1	20	-1
NLRP3 yeast inh	15	27	31	21	11	20	40	32	13	14
Apaf-1 inh	14	-8	8	21	0	4	9	-12	-1	-5
TIM10 inh	16	-10	17	23	8	16	13	10	8	18
hIAP activ	0.96	1	1	0.99	0.87	0.94	1.2	0.99	0.8	1
tim10-1 inh	46*	-2	15	23	32	5	7	5	-16	16
ATG4B inhibitor	-11	13	-8	-7	13	3	-4	11	-3	-5

31. C/C(=N/OC(=O)c1ccccc1Br)c1ccc(C)cc1
32. NC(=O)CSc1nnc(-c2cc(-c3ccc(Cl)cc3)nc3ccccc23)o1
33. C=CCOc1ccc(C[C@H](N)C(=O)NC[C@H]2O[C@@H](n3cnc4c(N)ncnc43)[C@H](O)[C@@H]2O)cc1
34. O=C(CCCn1cncn1)N1CCCC(N2CCN(c3ccccc3F)CC2)C1 (centres undefined)
35. Cc1cc(C)cc(-n2c(N)c(C(=O)Nc3c(C)n(C)n(-c4ccccc4)c3=O)c3nc4ccccc4nc32)c1
36. COc1cccc(C(=O)Nc2ccc(NC(C)=O)cc2)c1
37. O=C(Nc1ccc(C(=O)O)cc1)/C(=C\c1ccc2c(c1)OCO2)NC(=O)c1ccccc1
38. CSc1nc2ccccc2cc1/C=C(\C#N)c1ccccc1
39. CCC(Cc1ccccc1)NC(=O)c1ccc2nc(N3CCOCC3)sc2c1 (centres undefined)
40. COCCN=c1scc(C)n1/N=C/C1CC2C=CC1C2 (centres undefined)

assay / compound	31	32	33	34	35	36	37	38	39	40
mIAP inh	-6	1	-2	1	15	2	7	10	-27	-11
mIAP activ	1.1	0.99	1	0.99	0.85	0.98	0.93	0.9	1.3	1.1
hIAP inh	-16	2	nt	-7	13	-19	2	10	-3	-3
NLRP3 yeast inh	17	12	nt	7	6	-4	19	-2	7	-8
Apaf-1 inh	13	-13	7	9	6	2	3	-3	8	8
TIM10 inh	34	-12	-4	2	13	-18	7	-7	-2	-1
hIAP activ	1.2	0.98	nt	1.1	0.87	1.2	0.98	0.9	1	1
tim10-1 inh	34	-28	21	-4	15	5	-2	-11	-15	16
ATG4B inhibitor	-2	-10	0	-3	-2	-8	-2	-7	-1	1

41. O=C1NC(CCc2ccccc2)C(=O)N1Cc1ccc(Br)cc1 (centres undefined)
42. COc1cc(Cn2c(-c3nonc3N)nc3ccccc32)ccc1C
43. CCOC(=O)COc1ccc(S(=O)(=O)NCC2CCCO2)cc1 (centres undefined)
44. Cc1cc(C(=O)N2CCN(C(=O)C3CCCO3)CC2)no1 (centres undefined)
45. O=C(C[n+]1cc(-c2ccc(Cl)c(Cl)c2)n2c1CCC2)N1c2ccccc2Sc2ccccc21
46. CC[C@]12c3[nH]c4cc(CCC(=O)N(C)C)ccc4c3CCN1C(=O)[C@@H](CC(=O)NCCCN(C)C)C[C@@H]2C(=O)N1CCN(C(=O)c2ccco2)CC1
47. CCOc1ccccc1Nc1nc(N2CCCC2)nc(N2CCOCC2)n1
48. COc1ccc(OCC(=O)N(Cc2ccco2)C2CCS(=O)(=O)C2)cc1 (centres undefined)
49. Cc1ccc(-c2nnc(N3CCOCC3)c3ccccc23)cc1S(=O)(=O)NCc1cccnc1
50. CCOc1ccc(S(=O)(=O)N2CCC(C(=O)NCc3ccncc3)CC2)cc1C

assay / compound	41	42	43	44	45	46	47	48	49	50
mIAP inh	2	6	-5	2	-18	3	-3	1	-10	-8
mIAP activ	0.98	0.94	1.1	0.98	1.2	1	1	0.99	1.1	1.1
hIAP inh	16	5	-14	17	-24	nt	3	-18	-5	-4
NLRP3 yeast inh	21	-11	8	3	30	nt	3	8	6	7
Apaf-1 inh	12	-2	-185	-19	26	22	18	-15	9	7
TIM10 inh	9	5	-5	-1	4	-2	3	17	14	-9
hIAP activ	0.84	0.95	1.1	0.83	1.2	nt	0.97	1.2	1.1	1
tim10-1 inh	-28	14	-13	11	5	16	1	17	14	13
ATG4B inhibitor	2	8	3	-4	13	3	-9	2	1	-3

51. CN(C(=O)c1cc2c(s1)-c1ccccc1S(=O)(=O)C2)c1ccccc1F
52. CN(C(=O)COC(=O)CCC(=O)c1ccccc1)c1c(N)n(Cc2ccccc2)c(=O)[nH]c1=O
53. Cc1cc(C)n2ncc(S(=O)(=O)c3ccccc3)c2n1
54. CCCCN(C)C(=O)CS(=O)(=O)Cc1nc(-c2cccc(OC)c2)oc1C
55. FC(F)(F)c1ccccc1/C=N/n1c(COc2ccccc2)n[nH]c1=S
56. CCN(CC)S(=O)(=O)c1ccc(NC(=O)Cn2c(=O)oc3ccccc32)cc1
57. Cc1cc(NC(=O)Cc2cccs2)nn1CC(=O)NCc1ccco1
58. CCCc1nc2sc3c(=O)n(N)cnc3c2c2c1COC(C)(C)C2
59. O=C(Oc1cccc(C(=S)N2CCOCC2)c1)c1ccc([N+](=O)[O-])cc1[N+](=O)[O-]
60. CCN(CC)c1ccc(/C=N/Nc2nc(C)cc(=O)[nH]2)c(O)c1
61. COc1ccc(OC)c(-c2csc(NC(=O)CSc3ccc(Br)cc3)n2)c1
62. O=C(NCc1ccc(Cl)cc1)C1=Cc2cc(Cl)ccc2OC1
63. C=CCn1c(SCCCC)nc(O)cc1=O

assay / compound	51	52	53	54	55	56	57	58	59	60	61	62	63
mIAP inh	3	-6	6	7	4	9	-9	-1	-2	12	-18	17	2&16
mIAP activ	0.97	1.1	0.94	0.93	0.96	0.91	1.1	1	1	0.88	1.2	0.83	0.98&0.84
hIAP inh	1	-8	0	0	4	3	-6	-18	0	-41	8	12	4&3
NLRP3 yeast inh	8	26	2	8	10	-6	4	1	16	12	16	22	9&17
Apaf-1 inh	-14	6	-13	7	11	7	3	-4	-1	7	8	1	9&-1
TIM10 inh	3	-1	10	-7	24	9	-12	-7	84*	34	-3	-6	2&6
hIAP activ	0.99	1.1	1	1	0.96	0.97	1.1	1.2	1	1.4	0.92	0.88	0.96&0.97
tim10-1 inh	-2	2	4	0	26	-1	-5	8	84*	10	6	-7	3&-7
ATG4B inhibitor	0	4	-6	-2	32	-4	0	nt	6	-12	-17	3	-3&-2
